# From PubChem
# MRP resist rev: compounds reversing MRP-mediated drug resistance; H69AR cells + 2 uM doxorubicin, CellTiter-Glo, 72 h; differential viability (reversal), % at 10 µM; 0.04% of 85,000 active; AID 602;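 active means viability drop by adding the cancer drug above about 55%, with treated viability meeting a 40% cutoff, limit read from the data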;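 further: viability without doxorubicin minus viability with 2 µM doxorubicin for each compound; larger differential means the compound sensitizes cells more to doxorubicin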
# NFkB transloc pot: enhances IL-1B driven NFkB nuclear translocation. HUVEC IL-1B NFkB p65 nuclear translocation imaging. 0.3% of 94,000 active. AID 819. activation, % at 2 µM;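 active means activation above 40%, about the mean plus 3 SD, also judged a hit on visual image review; inconclusive means activation above 40% but not a hit on visual review; inactive means activation not above 40% and no visual hit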;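 further: percent activation is computed from the nuclear over cytoplasmic p65 intensity ratio; values of inactives mirror those of a sister screen read the other way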
# IL1B NFkB inh: blocks IL-1B driven NFkB nuclear translocation in HUVEC cells; HUVEC IL-1B NFkB p65 nuclear translocation imaging; inhibition, % at 2 µM; 0.43% of 94,000 active; AID 796;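 active means inhibition above about 30% together with a positive call from visual inspection of the well image, limit read from the data; inconclusive means inhibition above a set limit but visual check negative; inactive means inhibition not above a set limit, visual check negative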;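 further: nuclear over cytoplasmic p65 intensity ratio measured by imaging; 0% = IL-1B stimulated DMSO wells and 100% = unstimulated DMSO wells; values of inactives mirror those of a sister screen read the other way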
# PLAP inhibitors HTS: inhibition of human placental alkaline phosphatase – biochemical, luminescence, HTS (AID 690); purified PLAP, luminescent substrate; higher % means a stronger effect; inhibition, % at 20 µM; hits with a dose series show IC50 in µM; 0.08% of 96,000 active; in the data active means a potency from the dose series; inactive means the rest, 99 in 100 with inhibition below about 30%; further: strong numbers were not always called active
# Bcl-B displacement: displacers of TR3 peptide from Bcl-B, primary screen, selectivity assay for Bfl-1 inhibitor project, biochemical, fluorescence polarization; one-dose displacement, % at 20 µM; IC50 in µM for titrated hits; 0.11% of 96,000 active; AID 748; FP displacement of FITC-TR3 peptide from Bcl-B; higher % means a stronger effect;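 active means displacement above 50% at 20 µM plus a fluorescence interference ratio under 1.5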;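 further: plate controls were wells without compound for no effect and wells lacking Bcl-B protein for full effect; a part of the inactive calls stands beside numbers as strong as those of hits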
# MRP resist rev cytotoxicity: recorded beside MRP resist rev, whose call it bears; viability, %; H69AR cells, CellTiter-Glo, 72 h; measured here: cytotoxicity without doxorubicin
# MRP resist rev with doxorubicin: recorded beside MRP resist rev, whose call it bears; viability, %; measured here: viability with 2 uM doxorubicin; stronger effect = lower value
# IL1B NFkB inh cell count 2 µM: recorded beside IL1B NFkB inh, whose call it bears; cell count; measured here: cells passing quality filter;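 raw number of nuclei counted in each imaged well without normalization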
# NFkB transloc pot cell count 2 µM: further read-out of NFkB transloc pot, marked with its call; cell count; measured here: cells passing quality filter
# The depositor's hits bear a star; ? = inconclusive; nt = not tested or not shown.
SMILES,MRP resist rev,MRP resist rev cytotoxicity,MRP resist rev with doxorubicin,NFkB transloc pot,NFkB transloc pot cell count 2 µM,IL1B NFkB inh,IL1B NFkB inh cell count 2 µM,PLAP inhibitors HTS,Bcl-B displacement
COC(=O)c1sccc1NC(=O)c1ccc(Br)s1,-2,64,66,11,196,-11,196,-19%,-1%
Cc1c(N(C)C(=O)C23CC4CC(CC(C4)C2)C3)c(=O)n(-c2ccccc2)n1C,-1,102,103,3,98,-3,98,-26%,-6%
COC(=O)c1ccc(C(=O)OC)c(NC(=O)CN2CCN(c3ccccc3)CC2)c1,-19,16,35,nt,nt,nt,nt,-5%,-8%
Cc1cc(C)nc(Sc2ncnc3sc4c(c23)CCC4)n1,0,67,68,5,115,-5,115,nt,nt
O=C(Nc1ccccc1Cl)N1CCN(c2ccc3nncn3n2)CC1,-1,86,87,-2,154,2,154,25%,-8%
O=C(CNS(=O)(=O)c1ccccc1)N1CCN(c2ccccc2)CC1,-2,96,97,-14,66,14,66,22%,-1%
N#Cc1c2n(c(=O)[nH]c1=O)CCCCC2,nt,nt,nt,2,200,-2,200,nt,nt
O=S(=O)(c1cccc(C(F)(F)F)c1)N1CCN(c2nnnn2-c2ccccc2)CC1,7,87,80,1,140,-1,140,6%,-4%
Cc1nc2ccc(S(=O)(=O)NCC(=O)N3CCc4ccccc43)cc2s1,-7,93,100,5,104,-5,104,5%,6%
O=S(=O)(c1ccc2nc(COc3ccc(Cl)cc3Cl)[nH]c2c1)N1CCOCC1,-13,71,84,-7,197,7,197,-72%,4%
COc1cccc2cc(C(=O)CC3(O)C(=O)N(Cc4ccccc4)c4ccccc43)c(=O)oc12 (stereo unspecified),nt,nt,nt,-6,146,6,146,0%,-6%
Cc1cccc(C(=O)Nc2nc(C)c(C(=O)Nc3ccc4c(c3)CCC4)s2)c1,nt,nt,nt,-4,145,4,145,-18%,1%
Cc1ccccc1-c1nc(CN2CCC(C(=O)O)CC2)c(C)o1,12,116,103,6,65,-6,65,7%,2%
CC(C)=C1C2C=CC1C(C(=O)Nc1cccc(C)c1)C2C(=O)O (stereo unspecified),15,100,85,nt,nt,nt,nt,16%,-5%
CC(=O)Nc1cc(-c2ccccc2)ccc1O,20,87,68,8,133,-8,133,-14%,-6%
O=C1CCCc2c1cc(C(=O)NC1CCSC1=O)c(=O)n2-c1ccccc1 (stereo unspecified),-4,81,86,4,122,-4,122,-53%,10%
COc1ccc(C)cc1NC(=O)C(C)N(c1ccc(C)cc1)S(C)(=O)=O (stereo unspecified),-2,98,100,-1,180,1,180,-10%,1%
O=C(NNc1ccc(C2CCCCC2)cc1)C(O)(c1ccccc1)c1cccs1 (stereo unspecified),nt,nt,nt,13,150,-13,150,14%,-6%
O=C(NCc1n[nH]c(=S)n1-c1ccccc1)c1ccco1,15,97,82,0,121,0,121,nt,nt
Cc1cc(=O)oc(C)c1C(=O)Nc1cnc2ccccc2c1,-4,95,99,11,108,-11,108,-15%,-35%
COc1ccc2cc3cc(C(=O)NCc4ccco4)oc3nc2c1,18,93,75,22,184,-22,184,-17%,-56%
CCOC(=O)c1c(C)c(C(=O)NC2CCCCC2)c(C)n1CC,11,92,81,154*,85*,nt,nt,-21%,-4%
CCOC(=O)c1cc(OCC(=O)NC(C)C(C)C)cc(C(=O)OCC)c1 (stereo unspecified),3,82,79,20,134,-20,134,-39%,-5%
CCOc1ccc2[nH]c(=O)c(CN(CCO)C(=O)c3ccc(F)cc3)cc2c1,nt,nt,nt,-10,147,10,147,0%,1%
COC(=O)C(C)Sc1nnc2n(-c3cccc(C)c3)c(=O)c3c4c(sc3n12)CCCC4 (stereo unspecified),48,82,34,nt,nt,nt,nt,-64%,-1%
O=C(O)c1cccc(S(=O)(=O)N2CCCC2)c1,-9,103,111,-7,165,7,165,3%,4%
C[C@@H](C(=O)Nc1ccccc1N1CCOCC1)N1C(=O)C2CC=CCC2C1=O (stereo partly specified),15,102,87,0,68,0,68,-1%,-12%
CC(=O)c1cc(NC(=O)c2ccc(Cl)cc2)c(=O)oc1/C=C/N(C)C,nt,nt,nt,-1,144,1,144,-6%,-46%
CC(C)(C)C(=O)Nc1cccc(-c2nnc(-c3cccc(NC(=O)C(C)(C)C)c3)o2)c1,10,53,43,-5,65,5,65,nt,nt
COc1ccc(-c2cc(C(F)(F)F)nc(NC3CCCC3)n2)cc1OC,17,101,84,8,141,-8,141,-20%,-11%
Cc1cnc(NC(=O)c2ccc3c(c2)C(=O)N(Cc2ccco2)C3=O)s1,-3,72,76,18,124,-18,124,-14%,6%
CCn1c(COc2ccccc2C)nnc1SCC(=O)Nc1cc(C)on1,0,100,99,14,190,-14,190,18%,4%
Cn1nc(C(=O)N2CCCC2)c2ccccc2c1=O,-5,89,94,0,66,0,66,20%,-8%
O=C(CN1CCCC1)Nc1ccc(-c2nc3cc(NC(=O)CN4CCCC4)ccc3o2)cc1,-16,47,63,-4,152,4,152,-69%,-12%
COP(=O)(/C=C/c1ccccc1)C(O)c1ccc(F)cc1 (stereo unspecified),-4,86,91,31,180,-31,180,18%,-4%
Cc1ccccc1NS(=O)(=O)c1ccc(OCC(=O)NCc2ccco2)cc1,14,89,75,-5,94,6,94,-11%,0%
O=C(O)CSc1nnc(-c2ccco2)o1,-3,96,99,-2,92,2,92,26%,1%
CCC(=O)N(CCC(Cc1ccccc1)c1ccc2c(c1)OCO2)Cc1ccccc1F (stereo unspecified),nt,nt,nt,-5,178,5,178,-27%,-3%
O=C(Oc1cc(-c2ccccc2)no1)c1cccc(C(F)(F)F)c1,11,103,92,nt,nt,nt,nt,-50%,5%
Nc1[nH]n(-c2ccccc2)c(=O)c1N=Nc1ccccc1[N+](=O)[O-],-17,75,93,5,189,-5,189,30%,7%
COCCn1c(-c2ccc(OC)cc2)nc2ccccc21,20,85,65,3,164,-3,164,16%,9%
Cc1c(C(=O)N2CCCCCC2)nnn1-c1nonc1N,0,85,85,-8,154,8,154,-17%,-7%
CCOC(=O)C(/C(N)=N/C(=O)Nc1ccccc1)=C(\C)O,nt,nt,nt,14,171,-14,171,-4%,-9%
CCN1CCN(C(=O)c2cn(CC)c3ccc(S(=O)(=O)N(C)C)cc3c2=O)CC1,-4,90,93,3,80,-3,80,nt,nt
COc1ccc(CNC(=O)c2cccnc2Sc2ccc(Cl)cc2)cc1,nt,nt,nt,-9,132,9,132,-2%,0%
COC(=O)CNC(=O)CN1c2cccc3cccc(c23)S1(=O)=O,nt,nt,nt,15,153,-15,153,1%,-3%
Cc1nnc(SCC(=O)Nc2ccc(N3CCOCC3)cc2)o1,4,79,75,32,141,-32,141,2%,-4%
CCOc1ccc(Cl)cc1S(=O)(=O)n1nnc2ccccc21,-12,67,79,2,111,-2,111,16%,-2%
O=C(Nn1c(=O)[nH]c2ccccc2c1=O)c1ccco1,-5,100,105,-12,64,12,64,21%,-16%
CC(C)[C@H](NC(=O)Nc1ccc(S(N)(=O)=O)cc1)C(=O)O,2,100,98,2,155,-2,155,6%,12%
CCn1c(Cc2ccc(OC)cc2)nnc1SCC(=O)N1CCN(c2ccccc2)CC1,-24,69,93,15,43,-22,172,-82%,1%
Cc1c(C(=O)NCC2COc3ccccc3O2)oc2ccc(S(=O)(=O)N3CC(C)CC(C)C3)cc12 (stereo unspecified),-9,73,82,16,63,-16,63,-88%,-6%
COCCCn1c(Cc2csc(Nc3ccc(F)cc3)n2)nnc1SCC(N)=O,nt,nt,nt,-4,167,4,167,13%,8%
Cc1cc(C)c2cc(C#N)c(N3CCCC3)nc2c1,6,88,82,7,86,-7,86,-3%,-59%
O=C(COC(=O)c1ccc2ccccc2n1)Nc1ncc(C(F)(F)F)cc1Cl,-15,71,86,20,200,-20,200,-2%,-14%
Cn1c(=N)n(CC(O)c2ccccc2)c2ccccc21 (stereo unspecified),-2,81,83,19,176,-19,176,4%,2%
CCSc1nnc2n(N)c(=O)c3ccccc3n12,nt,nt,nt,0,137,0,137,16%,0%
COC(=O)CSc1nnc(-c2sc3ccccc3c2Cl)o1,nt,nt,nt,-14,97,14,97,-4%,-2%
COc1ccc(C(=O)NC(CC(C)C)C(=O)O)cc1OC (stereo unspecified),9,92,84,-4,122,4,122,-60%,-1%
O=C(N/N=C/c1ccco1)c1cnccn1,nt,nt,nt,nt,nt,nt,nt,-1%,3%

# 12 compounds from above, sorted by number of heavy atoms, ascending:
SMILES,MRP resist rev,MRP resist rev cytotoxicity,MRP resist rev with doxorubicin,NFkB transloc pot,NFkB transloc pot cell count 2 µM,IL1B NFkB inh,IL1B NFkB inh cell count 2 µM,PLAP inhibitors HTS,Bcl-B displacement
O=C(N/N=C/c1ccco1)c1cnccn1,nt,nt,nt,nt,nt,nt,nt,-1%,3%
CCSc1nnc2n(N)c(=O)c3ccccc3n12,nt,nt,nt,0,137,0,137,16%,0%
Cc1cc(C)c2cc(C#N)c(N3CCCC3)nc2c1,6,88,82,7,86,-7,86,-3%,-59%
O=C(Nn1c(=O)[nH]c2ccccc2c1=O)c1ccco1,-5,100,105,-12,64,12,64,21%,-16%
COc1ccc(C(=O)NC(CC(C)C)C(=O)O)cc1OC (stereo unspecified),9,92,84,-4,122,4,122,-60%,-1%
CCOc1ccc(Cl)cc1S(=O)(=O)n1nnc2ccccc21,-12,67,79,2,111,-2,111,16%,-2%
Cc1nnc(SCC(=O)Nc2ccc(N3CCOCC3)cc2)o1,4,79,75,32,141,-32,141,2%,-4%
COc1ccc(CNC(=O)c2cccnc2Sc2ccc(Cl)cc2)cc1,nt,nt,nt,-9,132,9,132,-2%,0%
O=C(COC(=O)c1ccc2ccccc2n1)Nc1ncc(C(F)(F)F)cc1Cl,-15,71,86,20,200,-20,200,-2%,-14%
CCN1CCN(C(=O)c2cn(CC)c3ccc(S(=O)(=O)N(C)C)cc3c2=O)CC1,-4,90,93,3,80,-3,80,nt,nt
CCn1c(Cc2ccc(OC)cc2)nnc1SCC(=O)N1CCN(c2ccccc2)CC1,-24,69,93,15,43,-22,172,-82%,1%
Cc1c(C(=O)NCC2COc3ccccc3O2)oc2ccc(S(=O)(=O)N3CC(C)CC(C)C3)cc12 (stereo unspecified),-9,73,82,16,63,-16,63,-88%,-6%

# Further compounds follow.
SMILES,MRP resist rev,MRP resist rev cytotoxicity,MRP resist rev with doxorubicin,NFkB transloc pot,NFkB transloc pot cell count 2 µM,IL1B NFkB inh,IL1B NFkB inh cell count 2 µM,PLAP inhibitors HTS,Bcl-B displacement
N/C(=N\c1nc2c(c(=O)[nH]1)CCCC2)Nc1ccccc1Sc1ccccc1,4,91,87,30,55,-30,55,-96%,-15%
COc1ccc(/C=N/c2nc3ccccc3n2C)cc1OC,0,95,95,15,95,-15,95,7%,10%
Cc1cc(=O)oc2cc(OCC(=O)N3CCCC(C)C3)ccc12 (stereo unspecified),-1,100,101,1,189,-1,189,2%,-3%
C[N+]1(CC(=O)OCCCc2ccccc2)CCOCC1,-14,83,97,5,157,-5,157,-3%,-6%
NS(=O)(=O)c1cccnc1Nc1ccc(Cl)c(Cl)c1,nt,nt,nt,2,194,-2,194,-18%,-4%
Cc1cccc2cc(C#N)c(NCCNS(=O)(=O)c3ccc4c(c3)OCCO4)nc12,-21,65,86,-12,158,12,158,20%,-13%
c1cc2ccc3ccc(CN4CCOCC4)c4ccc(c1)c2c34,5,82,77,-35,153,?,nt,-37%,3%

# Not all compounds are listed, so the mix of outcomes need not match the whole.
